ABCG2 block = blocks JC-1 efflux by human ABCG2 transporter. inhibition, % at 6.6 µM. IgMXP3 cells, flow cytometry. Q9UNQ0. 0.1% of 190,000 active;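 active means inhibition above 80%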;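 further: 0% = DMSO and 100% = nicardipine control wells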
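Test system: IgMXP3 cells (ABCG2) mixed with DDAO far-red-labelled CCRF-Adr cells (ABCB1). Reagent: JC-1 transporter substrate. Compound dosing: single test compound dose, 6.6 µM final. Times: 10 min compound exposure, 25 °C. Detection: flow cytometry of retained JC-1 fluorescence. Read-out basis: efflux inhibition in percent versus controls. Controls: nicardipine and DMSO wells.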
RGS4-Gao reg = human RGS4-Galphao interaction regulation | binding response (% of control), % at 10 µM | Multiplexed bead flow cytometry, RGS4-Galphao binding; actives lie on both sides | 0.33% of 220,000 active | P09471; in the data active means binding response below about 49% or above about 150%; inactive means in between;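 further: fluorescent Galphao activated with aluminum fluoride binding bead-coupled RGS4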
Target sequence (P09471 whole entry, looked up): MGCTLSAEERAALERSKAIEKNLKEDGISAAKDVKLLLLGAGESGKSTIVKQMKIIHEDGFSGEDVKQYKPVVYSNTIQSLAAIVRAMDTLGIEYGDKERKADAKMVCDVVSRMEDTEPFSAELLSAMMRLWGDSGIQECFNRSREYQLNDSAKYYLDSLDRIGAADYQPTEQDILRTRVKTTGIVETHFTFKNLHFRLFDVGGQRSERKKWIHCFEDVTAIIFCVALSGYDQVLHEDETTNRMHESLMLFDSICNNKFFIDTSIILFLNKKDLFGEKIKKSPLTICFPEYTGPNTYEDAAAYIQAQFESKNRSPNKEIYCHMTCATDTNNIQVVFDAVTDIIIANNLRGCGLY
RGS7-Gao reg = human RGS7-Galphao interaction regulation; P09471; Multiplexed bead flow cytometry, RGS7-Galphao binding; actives lie on both sides; binding response (% of control), % at 10 µM; 0.35% of 220,000 active; AID 1439; in the data active means binding response below about 49% or above about 150%; inconclusive means no clear call, values can overlap the other calls; inactive means in between;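 further: fluorescent Galphao held in activated GDP-AlF4 state binding bead-coupled RGS7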
Pf gamet viab = P. falciparum stage V gametocyte viability inhibition; P. falciparum stage V gametocytes, ATP luminescence, 24 h; inhibition, % at 10.9 µM; 0.065% of 150,000 active;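 active means inhibition above the mean plus 3 SD of compounds within the control limits, set per campaign, cut at about 38% in these data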;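 further: 0% = DMSO wells and 100% = medium only without gametocytes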
RGS8-Gao reg = human RGS8-Galphao interaction regulation; P09471; multiplexed bead flow cytometry, RGS8-Galphao binding; actives lie on both sides; response (percent of control binding), % at 10 µM; 0.34% of 220,000 active; AID 1423; in the data active means response below about 60% or above about 140%; inactive means in between;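 further: Galphao activated as the GDP aluminium fluoride complex binding bead-coupled RGS8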
ABCB1 inh = blocks JC-1 efflux by human ABCB1 transporter. CCRF-Adr cells, flow cytometry. inhibition, % at 6.6 µM. 0.067% of 190,000 active. AID 1326; in the data active means inhibition above about 40%;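 further: 0% = vehicle and 100% = reference inhibitor; higher value means more JC-1 retained so stronger ABCB1 efflux block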
GSH fluor = compound fluoresces at 488/530 nm on GSH beads; AID 1776; fluorescence (KMESF) at 10 µM; GSH beads flow cytometry, compound fluorescence 488/530 nm; stronger effect = higher value; 0.25% of 190,000 active; in the data active means fluorescence above about 89;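 further: glutathione beads carrying GST-tagged Bcl family fusion proteins plus one bare bead set; values are compound well signal with DMSO vehicle wells as background; inactives centre near 16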
Bim-Mcl-1 = disrupts Bim peptide binding to human Mcl-1 | AID 1009 | 0.1% of 190,000 active | inhibition, % at 10 µM | Q07820 | Bead-based flow cytometry, Bim peptide-Mcl-1 binding; in the data active means inhibition above about 40%;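 further: 0% = no compound tracer wells and 100% = peptide blocker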
Target sequence (Q07820 whole entry, looked up): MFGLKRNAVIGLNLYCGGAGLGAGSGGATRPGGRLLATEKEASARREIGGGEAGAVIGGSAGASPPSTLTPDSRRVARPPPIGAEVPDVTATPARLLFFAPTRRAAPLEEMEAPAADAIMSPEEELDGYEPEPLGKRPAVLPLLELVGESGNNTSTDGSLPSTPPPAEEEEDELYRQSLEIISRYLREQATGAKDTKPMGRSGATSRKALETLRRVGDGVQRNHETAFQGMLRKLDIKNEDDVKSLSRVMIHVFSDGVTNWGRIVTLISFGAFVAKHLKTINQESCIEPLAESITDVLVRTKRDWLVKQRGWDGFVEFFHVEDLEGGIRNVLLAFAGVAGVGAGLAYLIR
Mcl1 Bid PPI = Mcl-1/Bid interaction inhibition | Q07820 | TR-FRET Mcl-1/Bid-Dy647 peptide binding, 1536-well | inhibition, % at 21.7 µM | 0.97% of 220,000 active | AID 1021;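 active means compounds that cut the binding signal by more than half at the single screening dose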;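 further: His-tagged Mcl-1 with europium anti-His antibody binding Bid BH3 peptide; 0% = Mcl-1 plus peptide wells and 100% = peptide-only wells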
Avidin bead fluor = avidin bead compound fluorescence profile; Avidin beads, compound fluorescence 488/530 nm, flow cytometry; stronger effect = higher value; fluorescence (KMESF) at 10 µM; 0.38% of 220,000 active; in the data active means fluorescence above about 47; further: inactives centre near 10
Mcl1-Noxa inh = Mcl-1/Noxa interaction inhibition; TR-FRET Mcl-1/Noxa peptide binding, 2 h; inhibition, % at 21.7 µM; 1.5% of 220,000 active; AID 1022;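 active means compounds that cut the protein-peptide binding signal by more than 50% relative to plate controls in a single-dose test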;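 further: His-tagged Mcl-1 with rhodamine Noxa BH3 peptide and terbium anti-His antibody; 0% = Mcl-1 plus Noxa peptide wells and 100% = peptide-only wells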
An asterisk follows results filed as active; ? = inconclusive; nt = no result given.

1	Cn1c(=O)oc2cc(S(=O)(=O)N3CCN(c4cccc(Cl)c4)CC3)ccc21
2	COCC(=O)Nc1cc(Cl)ccc1C
3	CCc1nc2sc3c(=O)[nH]cnc3c2c2c1CSC(C)(C)C2
4	COc1ccc(C(NC(=O)c2ccc(-c3ccccc3)cc2)c2ccccc2)cc1 (centres undefined)
5	CC(C)c1nc(NCCO)c2nnn(Cc3ccccc3)c2n1
6	Cc1coc(NC(=O)CSc2nc(-c3ccc(Cl)cc3)cc(C(F)(F)F)c2C#N)n1
7	O=C(CCOc1ccccc1)Nc1ccc(S(=O)(=O)N2CCCC2)cc1
8	COc1ccc(-n2c(=O)/c(=C\c3cccs3)s/c2=C(/C#N)C(=O)N2CCN(C)CC2)cc1
9	Cc1cc(=O)oc2cc(OC(=O)c3nn(C(C)C)c(=O)c4ccccc34)ccc12
10	FC(F)(F)c1nnc(-c2ccccc2)nc1Oc1ccc(Cl)cc1Cl
assay / compound	1	2	3	4	5	6	7	8	9	10
ABCG2 block	4	1	nt	1	1	-1	2	12	3	12
RGS4-Gao reg	103	101	100	96	101	103	102	103	105	98
RGS7-Gao reg	101	103	?	100	102	100	99	102	108	99
Pf gamet viab	5	9	-19	nt	nt	23	-19	6	14	0
RGS8-Gao reg	99	101	99	99	102	101	101	102	106	101
ABCB1 inh	1.6	0.4	nt	0.2	0.3	-0.2	0.1	8.1	1.4	2.1
GSH fluor	8	9	nt	24	10	6	27	16	9	26
Bim-Mcl-1	-1	0	nt	-1	0	2	-3	0	-8	1
Mcl1 Bid PPI	-9	4	-30	1	-6	-35	-14	8	-11	-16
Avidin bead fluor	9	20	6	8	10	8	11	9	4	8
Mcl1-Noxa inh	14	16	31	7	-8	3	-2	13	7	3

11	O=C(CSc1ccsc1[N+](=O)[O-])N1CCN(c2ccc(Cl)cc2)CC1
12	Cc1ccc(C(=O)c2cc3ccccc3o2)cc1C
13	COc1cc(OC)cc(C(=O)NCC(=O)OCC(=O)NC(C)(C)C)c1
14	COc1ccc(-c2nnc(SCC(=O)Nc3cc(C)on3)n2C)cc1OC
15	Cc1cc(C)c(S(=O)(=O)Nn2cnnc2)c(C)c1
16	CC1SCC(=O)N(CC(=O)Nc2ccc3c(c2)OCO3)C1=O (centres undefined)
17	CC(C)c1nc(NCC2CCCO2)c(C#N)c2c1COC(C)(C)C2 (centres undefined)
18	C=CCNC(=O)c1onc(CSc2ccccc2F)c1C(=O)O
19	COc1ccc(C(=O)CSc2[nH]c(=O)cc(C(F)(F)F)c2C#N)cc1
20	CCn1c(-c2cc(-c3ccc(C)cc3)nc3ccccc23)n[nH]c1=S
assay / compound	11	12	13	14	15	16	17	18	19	20
ABCG2 block	15	2	13	3	1	0	0	6	nt	2
RGS4-Gao reg	100	110	102	98	103	100	99	104	107	101
RGS7-Gao reg	96	108	101	96	104	99	98	103	?	99
Pf gamet viab	2	-17	3	nt	5	-4	nt	nt	1	-15
RGS8-Gao reg	106	105	103	95	103	101	100	100	102	99
ABCB1 inh	-0.1	0.4	0.1	0.7	0.1	-0.2	0.3	1.2	nt	-0.2
GSH fluor	11	10	11	17	11	18	11	33	nt	28
Bim-Mcl-1	-4	-2	-6	0	0	-4	9	-1	nt	-10
Mcl1 Bid PPI	-1	-16	-9	-4	9	-12	4	3	14	-87
Avidin bead fluor	17	18	10	27	12	13	32	9	7	10
Mcl1-Noxa inh	95*	0	7	16	21	4	-8	17	13	-15

Records listed above shown as hits in Mcl1-Noxa inh.
cpd | Structure | ABCG2 block | RGS4-Gao reg | RGS7-Gao reg | RGS8-Gao reg | ABCB1 inh | GSH fluor | Bim-Mcl-1 | Mcl1 Bid PPI | Avidin bead fluor | Mcl1-Noxa inh
11 | O=C(CSc1ccsc1[N+](=O)[O-])N1CCN(c2ccc(Cl)cc2)CC1 | 15 | 100 | 96 | 106 | -0.1 | 11 | -4 | -1 | 17 | 95*

Next compounds
21	O=[N+]([O-])c1ccc(NC(=S)NCCc2ccc(F)cc2)cc1
22	Cn1c(=O)c2c(nc(SCc3ccccc3)n2Cc2ccc(Cl)cc2)n(C)c1=O
23	CC1CCCN(Cc2cnc(Cl)s2)C1 (centres undefined)
24	COc1ccccc1N(C)S(=O)(=O)c1ccc(C(=O)Nc2nc(C)cs2)cc1
25	Cc1cc(C(=O)OCCO)c(C#N)c(N)n1
26	COc1ccc(C(=O)NC(=S)N(Cc2ccccc2)Cc2ccccc2)cc1
27	O=C(/C=C/c1ccc(Cl)cc1Cl)Nc1cccc(S(=O)(=O)NC2=NCCCCC2)c1
28	Cc1ccc(S(=O)(=O)N(C)c2cc(S(=O)(=O)N3CCC(C)CC3)c(C)cc2C)cc1
29	Cc1ccc(C(=O)N(NC2=NS(=O)(=O)c3ccccc32)S(=O)(=O)c2ccc(C)cc2)cc1
30	CCOC(=O)c1c(NC(=O)CN2C(=O)NC3(CCCCC3)C2=O)sc(C)c1-c1ccc(C)cc1
assay / compound	21	22	23	24	25	26	27	28	29	30
ABCG2 block	9	2	1	1	3	-1	-1	1	1	31
RGS4-Gao reg	103	92	103	106	97	95	102	113	105	96
RGS7-Gao reg	109	94	100	105	96	100	101	110	104	100
Pf gamet viab	nt	nt	16	-16	nt	-2	-22	nt	6	-8
RGS8-Gao reg	101	100	104	104	98	84	104	109	102	101
ABCB1 inh	0.3	0.8	0.4	0.2	0.4	-0.3	-0.3	0.2	0.5	4.2
GSH fluor	18	16	34	11	14	8	12	20	9	12
Bim-Mcl-1	-16	-10	-2	0	0	0	-3	-2	-1	-5
Mcl1 Bid PPI	6	-2	-37	-6	0	-169	3	-14	-27	-13
Avidin bead fluor	13	5	10	11	40	19	16	5	36	21
Mcl1-Noxa inh	52*	5	-15	0	-24	-69	-1	13	8	-7

31	COC(=O)c1[nH]c(=O)c2ccccc2c1O
32	CN(C)c1ccnc(Oc2ccccc2)c1C#N
33	Cc1ccc(Nc2nc(NCC3CCCO3)nc(N)c2[N+](=O)[O-])cc1C (centres undefined)
34	Cn1cnnc1SCC(=O)Nc1ccc2nc(SCc3ccccc3)sc2c1
35	CC(=O)Nc1ccc(S(=O)(=O)N(C)CC(=O)OCC(=O)Nc2cccnc2Cl)cc1
36	Cc1ccccc1NC(=O)CN1C(=O)S/C(=C\c2cccn2-c2cccc(C(=O)O)c2)C1=O
37	NC(=O)c1ccc(N=Nc2c(O)c3ccccc3[nH]c2=O)cc1
38	CN1CCN(c2ccc(Cl)cc2NC(=O)c2ccc([N+](=O)[O-])cc2)CC1
39	Cc1noc(NC(=O)c2cccc(C(F)(F)F)c2)c1Cl
40	Cc1nc(=O)c(-c2ccccc2)c(C)n1-c1ccc(S(N)(=O)=O)cc1
assay / compound	31	32	33	34	35	36	37	38	39	40
ABCG2 block	0	11	10	1	0	0	nt	nt	7	2
RGS4-Gao reg	103	99	100	100	103	100	100	109	100	103
RGS7-Gao reg	107	98	105	99	103	105	?	?	94	101
Pf gamet viab	nt	nt	-9	11	9	-2	nt	-7	26	nt
RGS8-Gao reg	103	101	106	101	103	102	100	107	101	100
ABCB1 inh	0.2	1.0	0.5	0.1	0.0	-0.1	nt	nt	0.8	0.1
GSH fluor	15	34	12	4	4	16	nt	nt	20	79
Bim-Mcl-1	-1	-3	-3	2	-2	-4	nt	nt	1	2
Mcl1 Bid PPI	-6	-2	-9	-28	-12	-21	8	-2	-31	-30
Avidin bead fluor	21	12	14	9	14	9	7	nt	8	12
Mcl1-Noxa inh	18	16	21	13	17	16	8	31	4	0

41	O=C(Cn1c(-c2ccccc2)c[n+]2ccsc12)c1ccc(Br)cc1
42	Cc1onc(-c2c(F)cccc2Cl)c1C(=O)NCc1ccccn1
43	CCn1c(SCC(=O)NCc2ccco2)nnc1C(C)C
44	CS(=O)(=O)N1CCN(c2ccccc2NC(=O)c2ccc(Br)o2)CC1
45	Cc1ccc(C)c(S(=O)(=O)NCc2ccc(C(=O)N3CC(C)OC(C)C3)cc2)c1 (centres undefined)
46	O=C(Cc1ccccc1)NCC(=O)OCC(=O)c1cccs1
47	COc1ccc(/C=N/c2nc3ccccc3n2CCN2CCCCC2)cc1OC
48	COc1cc(SC)ccc1C(=O)NCCN1CCOCC1
49	CCN1C(=O)CC(Sc2ccccc2C(=O)O)C1=O (centres undefined)
50	C=CCn1c(COc2ccccc2)nnc1SCC(=O)N/N=C/c1ccc(C)cc1
assay / compound	41	42	43	44	45	46	47	48	49	50
ABCG2 block	4	1	0	3	1	2	1	nt	4	7
RGS4-Gao reg	110	101	108	104	103	100	104	100	104	106
RGS7-Gao reg	107	101	105	104	102	96	102	?	101	102
Pf gamet viab	-35	nt	nt	-11	nt	nt	-41	-1	nt	13
RGS8-Gao reg	109	98	101	103	102	97	130	98	102	102
ABCB1 inh	1.2	0.5	0.2	0.3	0.3	0.4	0.1	nt	1.1	1.5
GSH fluor	16	35	6	25	18	21	14	nt	16	57
Bim-Mcl-1	-1	-3	1	-2	0	0	-5	nt	2	0
Mcl1 Bid PPI	-14	4	-61	-18	-7	-17	2	-7	10	-31
Avidin bead fluor	11	11	16	12	8	7	4	9	27	21
Mcl1-Noxa inh	13	20	-1	9	2	13	6	-2	16	-12

The last 2 compounds of the section before lead into the next:
49	CCN1C(=O)CC(Sc2ccccc2C(=O)O)C1=O (centres undefined)
50	C=CCn1c(COc2ccccc2)nnc1SCC(=O)N/N=C/c1ccc(C)cc1
51	CC(=O)c1cccc(NC(=O)c2cc(Cl)sc2Cl)c1
52	Cc1ccc(Sc2cnc3ccccc3n2)cc1
53	CCOC(=O)C1(Cc2ccccc2C(F)(F)F)CCN(C(C)CCn2cccn2)CC1 (centres undefined)
54	O=C1C=CC(=O)N1c1ccc(I)cc1Cl
55	O=C(NNC(=O)C1CCCO1)c1ccc(Br)cc1 (centres undefined)
56	CCCCNC(=O)CCCn1c(=O)c2ccccc2n(CC(=O)NCCC2=CCCCC2)c1=O
57	CCCCOc1ccc(Cc2n[nH]c(=S)n2N)cc1
58	CCN(CC)S(=O)(=O)c1ccc(C(=O)NCCCn2ccnc2)cc1
59	CC1CN(C(=O)CN2C(=O)c3ccccc3S2(=O)=O)CC(C)O1 (centres undefined)
assay / compound	49	50	51	52	53	54	55	56	57	58	59
ABCG2 block	4	7	4	1	1	nt	-2	2	-7	1	5
RGS4-Gao reg	104	106	100	103	106	102	103	99	100	100	102
RGS7-Gao reg	101	102	108	104	107	?	105	100	129	101	101
Pf gamet viab	nt	13	nt	nt	nt	nt	nt	-15	-24	nt	4
RGS8-Gao reg	102	102	102	105	103	100	100	102	76	103	101
ABCB1 inh	1.1	1.5	1.1	0.3	1.1	nt	-0.2	0.8	-2.2	0.7	0.8
GSH fluor	16	57	12	61	11	nt	7	18	4	11	17
Bim-Mcl-1	2	0	-3	0	-1	nt	-1	-4	-14	0	0
Mcl1 Bid PPI	10	-31	5	2	-6	-66	19	-22	-93	-2	4
Avidin bead fluor	27	21	17	8	11	7	1	8	7	26	6
Mcl1-Noxa inh	16	-12	-4	-24	-3	-10	13	-6	1	13	5
